sdo1 growth = growth rescue of sdo1-depleted yeast, primary screen, S. cerevisiae, bone marrow failure model | S. cerevisiae sdo1-depleted JHY4D growth rescue, OD600 30 h; active compounds read high; pdr5 snq2 efflux-pump mutant strain | z-score at 10 µM | 140,000 tested, 0.21% active;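 active means z-score above 3 at both the 24 hr and the 30 hr optical density reads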;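 further: z-score against mean and SD of all compound wells on the same plate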
INS promoter inh = inhibitors of insulin promoter-driven GFP, primary screen, imaging, TRM-6 cells (human fetal islet line), eGFP reporter, cell count; inhibition, % at 2 µM; AID 1273, 2008; reporter expression induced with tamoxifen; 130,000 tested, 0.9% active;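 active means inhibition above the mean plus 3 SD, with well images judged a real hit on visual review, cut at about 60% in these data, passing the limit was not always enough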
sdo1 growth Rescue 24 h = second read-out of sdo1 growth, no call of its own (marks repeat the call); z-score; S. cerevisiae sdo1-depleted JHY4D growth rescue, OD600; measured here: growth rescue at 24 h;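 0 is the plate mean of compound wells and units are plate SD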
* = called active by the depositor; / = no result given.

INS promoter inh	sdo1 growth Rescue 24 h	sdo1 growth	SMILES
6.2	1.51	1.83	Cc1ccccc1NC(=O)Cn1c(NCC(C)O)nc2ccccc21 (stereo not drawn)
/	-0.09	-0.02	O=C(c1ccccc1)N(C1=NCCCCS1)c1ccccc1
4.8	/	/	Cc1cc(Nc2ccccc2O)c2ccccc2n1
21.1	0.18	0.37	C=CCOC(=O)C1=C(C)OC(N)=C(C#N)C1c1ccc2c(c1)OCO2 (stereo not drawn)
-63.6	-0.83	-1.47	Cc1ccc(CNC(=O)[C@H](C)[C@H]2C[C@]2(C)[C@H](NC(=O)OCc2ccccc2)c2ccccc2)o1
40.0	-0.01	-0.99	Cc1cc(=O)oc2cc(OCc3ccc(C(=O)OCC(=O)Nc4ccccc4OC(F)F)cc3)ccc12
42.9	-0.51	-0.12	O=C1c2ccccc2C(=O)N1CCSc1n[nH]c(=S)s1
0.0	-0.4	-1.04	CC1(C)Cc2c(cnn2-c2ccccc2)-c2c1c1ccccc1n2CC(O)CCl (stereo not drawn)
12.5	-0.44	-0.08	Cc1ccc(O)c(/C=N/NC(=O)C2=NNC(c3ccccc3)(c3ccccc3)C2)c1
/	0.22	-0.02	O=C(CCCSc1nnc(-c2cccs2)n1CC1CCCO1)c1ccccc1 (stereo not drawn)
/	-0.35	-0.45	CCCCc1nc2sc3c(c2c(=O)[nH]1)CCC3
62.5	-0.4	0.07	CCn1cnc2cc(NCc3ccc(C)cc3)ccc21
-116.7	-0.88	-0.14	C=CCc1ccc(OCC(O)CN2CCCCC2)c(OC)c1 (stereo not drawn)
-56.2	0.55	-0.9	COc1ccc(-c2cc(C(=O)Nc3c(Cl)cc(Cl)cc3Cl)c3ccccc3n2)cc1OC
/	0.34	0.66	COCCCN1C(=O)C(=O)/C(=C(/O)c2ccc(C)cc2)C1c1ccccc1 (stereo not drawn)
/	-0.46	-0.14	CCCN1CN(Cc2ccccc2)CNC1=S
/	0.3	0.59	O=C(CCC(=O)c1ccc(F)cc1)OC1CCOC1=O (stereo not drawn)
-14.3	-0.08	-0.51	Cc1cc(C)n(C(=O)c2ccc(NC(=O)C3COc4ccccc4O3)cc2)n1 (stereo not drawn)
3.5	-0.73	-0.36	CC(C)C(=O)NC(Nc1ccccc1F)C(Cl)(Cl)Cl (stereo not drawn)
/	0.27	0.31	CCC(Sc1nc2c(c(=O)[nH]1)CCC2)C(=O)Nc1cccc(OC)c1 (stereo not drawn)
-16.1	-0.18	0.35	Cc1ccc(C(=O)NCCc2nnc3ccc(SCC(=O)Nc4c(C)cc(C)cc4C)nn23)cc1
/	-0.11	0.4	Cc1ccc(C=C2C(=O)c3ccccc3C2=O)o1
/	1.36	1.13	COc1ccc(CCn2c(NCc3ccco3)nc3c2c(=O)[nH]c(=O)n3C)cc1
-34.5	2.41	2.77	COc1ccccc1NC(=S)NNC(=O)c1ccc(O)cc1
-19.4	0.19	0.32	Cc1ccc(C)c(N(CC(=O)NN=C2CCCCCCC2)S(C)(=O)=O)c1
-45.2	-0.39	-0.02	CC(C)(C)CC(=O)Nc1cccc2c1CCCC2
-29.6	0.19	0.14	CCN(CC)c1ccc(/C=N/Nc2ccc(C)cc2)c(O)c1
43.8	0.12	0.08	CCCOc1ccc(CN(CCO)CCO)cc1C(=O)OC
60.0	/	/	Cc1ccc(NC(=O)NNC(=O)c2snnc2C)cc1
9.5	1.21	-0.29	COc1ccc(-c2noc(CSc3nc(-c4ccccc4)cc(=O)[nH]3)n2)cc1OC
-18.9	-0.45	-0.5	CCCSc1nc2c(c(=O)[nH]c(=O)n2C)n1CCc1ccccc1
65.5	-0.76	-0.09	COc1ccc(C(=O)NCc2oc(-c3ccccc3)cc2C(=O)O)cc1
/	-0.64	-1.3	CC1CCc2cc(F)ccc2N1C(=O)CCC(=O)O (stereo not drawn)
/	-0.2	-0.66	CCOC(=O)c1sc(NC(=S)NC(=O)C2CC2)cc1C
/	0.08	-1.15	N#Cc1ccc(-c2ccc(F)cc2)nc1Oc1ccccc1
21.4	/	/	CC(=O)c1c(C)nc(-c2ccc(OCC(=O)Nc3ccccc3)cc2)n1O
0.0	/	/	COC(=O)c1cn(C(=O)c2ccccc2Cl)c2ccccc12
2.7	-1.68	-2.2	O=C(N1CCN(c2ccccc2F)CC1)C12CC3CC(CC(C3)C1)C2
20.0	0.47	-0.83	O=C1C2CC=CCC2C(=O)N1c1ccc(NCCc2ccc(Cl)cc2)c([N+](=O)[O-])c1 (stereo not drawn)
-10.5	-1.71	-1.65	Cc1cc(Br)c(Cl)cc1NC(=O)CN1C(=O)C2C3CC(c4ccccc4)C(C3)C2C1=O (stereo not drawn)
56.8	-0.2	0.57	CCC(N)C12CC3CC(CC(O)(C3)C1)C2 (stereo not drawn)
18.8	-1.16	-0.2	CN(C)S(=O)(=O)N1CCN(c2cc(Cl)ccc2Cl)CC1
-1.8	1.03	-0.27	COc1ccc(/C=C/C(=O)NC(=S)NNC(=O)Cc2cccs2)cc1OC
-44.8	-0.64	-1.14	O=C(C1CCCN(S(=O)(=O)c2ccc(Br)s2)C1)N1CCCCCC1 (stereo not drawn)
-23.3	-1.08	-1.37	O=C1C2C3c4ccccc4C(c4ccccc43)C2C(=O)N1c1cccc2cccnc12 (stereo not drawn)
4.8	0.08	0.21	COC(=O)c1nn(-c2ccc(C)cc2)c2nnc(Cc3ccccc3)c(=O)n12
35.7	-0.9	-0.8	CCOC(=O)CC(=O)CSc1nnc(Cn2c(=O)sc3ccccc32)n1C
-16.2	8.54*	7.79*	Cc1cc(S(=O)(=O)NCC(C)C)ccc1OCC(=O)NCC1CCCO1 (stereo not drawn)
-10.8	1.28	0.84	O=C1CN(c2ccc(Cl)cc2)C2(CCCCC2)S1
/	0.85	0.94	NC(CC(=O)O)c1ccc(Br)cc1 (stereo not drawn)
33.3	/	/	Cc1ccc(CNC(=O)CCC2CCCN(Cc3cccc4ncccc34)C2)o1 (stereo not drawn)
-42.9	0.67	0.89	CCN1C(=O)c2ccccc2S(=O)c2ccc(C(=O)NCCCN3CCCC3=O)cc21 (stereo not drawn)
-30.0	-0.21	-0.16	Cc1ccc(-n2nnnc2SCC(=O)Nc2sccc2C#N)cc1
/	-1.59	-2.04	Cc1cccc(NC(=O)Nc2nnc(N3CCCCC3C)s2)c1C (stereo not drawn)
-90.0	1.51	0.12	Cc1cc(C)c2c(n1)sc1c(-c3ccccc3)c(C#N)c(N)nc12
/	-0.23	0.14	COc1ccc(OCC(=O)Nc2cc(OC)cc(OC)c2)cc1
-91.7	-0.73	-0.72	C=CCn1c(CNC(=O)c2cccs2)nnc1SCC(=O)c1ccc(Br)cc1
-54.5	-0.52	-0.82	O=C(Cn1nnc2c(cnn2-c2ccccc2)c1=O)NCc1cccs1
-34.4	-0.58	-0.77	Cc1ccc(NC(=O)c2cc(S(=O)(=O)NCCC3=CCCCC3)ccc2F)cc1F
/	-0.59	-0.26	CCCn1c(CCNC(=O)c2cccs2)nc2ccccc21

Structures above with a cyano group (4):
INS promoter inh	sdo1 growth Rescue 24 h	sdo1 growth	SMILES
21.1	0.18	0.37	C=CCOC(=O)C1=C(C)OC(N)=C(C#N)C1c1ccc2c(c1)OCO2 (stereo not drawn)
/	0.08	-1.15	N#Cc1ccc(-c2ccc(F)cc2)nc1Oc1ccccc1
-30.0	-0.21	-0.16	Cc1ccc(-n2nnnc2SCC(=O)Nc2sccc2C#N)cc1
-90.0	1.51	0.12	Cc1cc(C)c2c(n1)sc1c(-c3ccccc3)c(C#N)c(N)nc12

The listing continues:
INS promoter inh	sdo1 growth Rescue 24 h	sdo1 growth	SMILES
18.5	-0.35	1.01	O=C(CS(=O)CC(=O)N(c1cccc(F)c1)C(C(=O)NC1CCCCC1)c1ccco1)Nc1ccc(F)cc1 (stereo not drawn)
-51.4	-0.14	-0.58	CCC(C)(C)n1nnnc1C(C(C)C)N(Cc1ccco1)Cc1cc2cc3c(cc2[nH]c1=O)OCO3 (stereo not drawn)
/	-0.55	0.06	CCCc1[nH]nc2c1C(c1ccc(O)c(OC)c1)C(C#N)=C(N)O2 (stereo not drawn)
/	-1.5	-1.56	COc1ncnc2c1oc1nc(CC(C)C)c3c(c12)CCCC3
-13.3	0.27	1.3	O=C(NCc1ccccn1)c1cccc(NS(=O)(=O)c2cccc(F)c2)c1
/	-0.75	-0.26	Cc1cccc(C2=N/C(=C\c3cccnc3)C(=O)O2)c1
-13.3	0.18	-0.07	O=C(Nn1c(-c2ccc(F)cc2)nc2ccccc2c1=O)C1CCCCC1
-13.3	/	/	COc1ccc(N2C(=O)C3CCCCC3C2=O)cc1NC(=O)c1ccccc1 (stereo not drawn)
21.9	-0.84	-1.15	COc1cc(-c2nnc3sc(-c4ccco4)nn23)cc(OC)c1OC
3.7	0.78	1.25	C=CCC1CCCCC12NC(=O)NC2=O (stereo not drawn)
-36.7	0.62	-0.47	Cc1cccc(C(=O)NNC(=O)c2ccc(-c3ccccc3)cc2)c1
-82.3	/	/	CCOc1ccc2nc(N(CCN(CC)CC)C(=O)c3ccc([N+](=O)[O-])cc3)sc2c1
0.0	/	/	O=C(CSc1nc2c(sc3ccccc32)c(=O)n1CCCN1CCCC1)NCc1ccco1
/	-0.56	-0.16	CC(C)P(=O)(Cc1cccc(C#N)c1)C(C)C
-22.6	0.05	0.15	CCn1c(SCC(=O)N/N=C/c2cccs2)nc2ccccc21
/	-0.43	-0.16	COc1ccccc1-n1c(SCC(=O)Nc2cccc(C)c2)nc2c(c1=O)SCC2
/	0.18	0.32	CC1=CC(=C(C#N)C#N)C=C(C)N1CCN1CCN(C(=O)Nc2cccc(Cl)c2)CC1
/	0.28	0.15	O=C1C(Cl)=C(NCC2CCCO2)C(=O)N1Cc1ccccc1 (stereo not drawn)
-3.7	-0.21	0.46	Cc1ccccc1OCc1nnc(SCC(=O)Nc2c(C)n(C)n(-c3ccccc3)c2=O)n1-c1ccccc1
-14.3	0.73	0.59	COc1ccccc1C(=O)NCc1ccccc1
6.7	0.69	-0.3	CCN(CC)c1nc2ccccc2nc1-n1nc(C)cc1C
0.0	/	/	Cc1ccc(C(=O)CCC(=O)N2CCC(C(N)=O)CC2)cc1
25.0	-1.17	-1.97	Cc1c(C(=O)NC2CCCc3ccccc32)oc2ccccc12 (stereo not drawn)
-95.1	-0.02	0.24	CCN(CC)c1ccc(NC(=O)C2=CCN(S(=O)(=O)c3ccc(F)cc3)CC2)c(C)c1
0.0	-0.38	-0.01	COc1cc(OC)c(C2=NOC(C(=O)Nc3cc(C)nn3-c3ccccc3)C2)cc1Cl (stereo not drawn)
0.0	2.66	1.8	CCC(C(=O)NCc1ccco1)N(C(=O)CNS(=O)(=O)c1ccccc1)c1ccc(OC)cc1 (stereo not drawn)
50.0	3.33	2.38	COCCNC(=O)c1ccc(C(=O)NCCOC)s1
-22.9	0.31	0.48	O=C(CN1C(=O)NC2(CCCCCC2)C1=O)NCc1ccco1
33.3	-0.86	-1.01	Cc1ccc(C(C2C(=O)CC(C)(C)CC2=O)C2C(=O)CC(C)(C)CC2=O)s1
/	0.63	0.91	CC(C)c1ccc(NC(=O)COC(=O)[C@H](CCC(N)=O)NC(=O)c2ccc(F)cc2)cc1
0.0	/	/	CSCCC(NC(=O)c1ccccc1)C(=O)O (stereo not drawn)
-11.6	/	/	Cn1c(SCc2ccccc2F)nnc1-c1ccccn1
-8.6	0.51	0.59	O=C(Cc1cccs1)N1CCCC(c2nc3c(nnn3Cc3cccc(Cl)c3)c(=O)[nH]2)C1 (stereo not drawn)
/	-1.16	0.25	CC(=O)c1c(C)[nH]c(C(=O)OCC(=O)Nc2cccc(S(=O)(=O)N3CCCC3)c2)c1C
-50.0	-1.14	-0.96	C[C@]12CCC(=O)C=C1CC[C@@H]1[C@@H]2[C@@H](O)C[C@@]2(C)[C@H]1CC[C@]2(O)C(=O)CO
/	-0.66	-0.3	COC(=O)c1[nH]c2ccc(Cl)cc2c1NC(=O)CCN1CCOCC1
27.3	/	/	Cc1ccc(C(=O)N(CN2CCCC2=O)c2ccccc2)cc1

6 structures out of the list, arranged by count of non-hydrogen atoms, falling:
INS promoter inh	sdo1 growth Rescue 24 h	sdo1 growth	SMILES
0.0	2.66	1.8	CCC(C(=O)NCc1ccco1)N(C(=O)CNS(=O)(=O)c1ccccc1)c1ccc(OC)cc1 (stereo not drawn)
-95.1	-0.02	0.24	CCN(CC)c1ccc(NC(=O)C2=CCN(S(=O)(=O)c3ccc(F)cc3)CC2)c(C)c1
-50.0	-1.14	-0.96	C[C@]12CCC(=O)C=C1CC[C@@H]1[C@@H]2[C@@H](O)C[C@@]2(C)[C@H]1CC[C@]2(O)C(=O)CO
/	-0.66	-0.3	COC(=O)c1[nH]c2ccc(Cl)cc2c1NC(=O)CCN1CCOCC1
-11.6	/	/	Cn1c(SCc2ccccc2F)nnc1-c1ccccn1
0.0	/	/	CSCCC(NC(=O)c1ccccc1)C(=O)O (stereo not drawn)

An unsorted share of the library. About 0.99% of those tested had a hit in this group.
